TWEAK-Fn14 inh = inhibitors of TWEAK-Fn14 signaling, primary screen, luciferase reporter cells, uHTS. TWEAK-stimulated Fn14 reporter cells, luciferase luminescence, 8 h. inhibition, % at 10 µM. 360,000 tested, 2% active. AID 1159606, 2016; in the data active means inhibition above about 50%
Shn3 inh set2 = reduction of Shn3 3'UTR firefly luciferase signal, primary screen, Schnurri-3 inhibitor project, cell-based, Clone20 osteoblasts, set 2. Clone20 osteoblast Shn3 3'UTR firefly luciferase, 24 h. inhibition, % at 12.5 µM. 360,000 tested, 0.52% active. AID 588674, 2011;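 active means mean inhibition of at least 75% with every replicate also reaching 75%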;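 further: 0% = median of neutral control wells and 100% = pilot-screen positive control compound; some compounds past the cut are filed as inactive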
C8 TRAIL sens = viability loss with TRAIL in NB7+C8 cells, primary screen, TRAIL sensitizer project, cell-based, ATPlite luminescence. inhibition (viability loss, TRAIL sensitization), % at 10 µM. 360,000 tested, 1% active. AID 624354, 2012;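 active means compounds causing at least 50% loss of cell viability in the single-dose screen, relative to plate controls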
KKLEB tox = cytotoxicity in KKLEB CF airway cells, primary screen, cytotoxicity control for CF NF-kB inhibitor project, cell-based, uHTS, fluorescence assay plates; KKLEB CF airway cells viability, ATPlite luminescence, overnight; hits give low values; cells stimulated with P. aeruginosa culture filtrate; activity change (cytotoxicity), % at 5 µM; 360,000 tested, 0.36% active;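 active means corrected activity change at or below -50% at 5 µM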
NR2F2 inh = NR2F2 transcriptional activity inhibitors, primary screen, cell-based, luciferase reporter, HEK293T, luminescence; COUP transcription factor 2 (Homo sapiens), P24468; HEK293T NGFI-A luciferase reporter; inhibition, % at 8.6 µM; 370,000 tested, 0.7% active; AID 686940, 2013;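 active means inhibition above a per-plate cutoff, mean inhibition of test wells between control levels plus 3 SD, cut at about 38% in these data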;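 further: cells cotransfected with COUP-TFII expression vector driving the NGFI-A reporter; 0% = median of COUP-TF2 test wells and 100% = reporter-only cells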
EBV LMP1 NFkB = EBV LMP1-driven NF-kappaB luciferase reporter inhibitors, primary screen, cell-based, luminescence, single point; LMP1-induced NF-kappaB luciferase reporter cells; inhibition, % at 12.5 µM; 350,000 tested, 0.69% active; AID 504558, 2011; in the data active means inhibition above about 41%;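 further: 0% = neutral control wells and 100% = reference inhibitor control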
TROY NFkB inh = inhibitors of TROY-driven NF-kB signaling, primary screen, Q293 LMP1-TROYcd cells, NF-kB luciferase, uHTS. Q293 LMP1-TROYcd NF-kB luciferase reporter, 4 h. inhibition, % at 10 µM. 360,000 tested, 0.98% active;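 active means compounds whose plate-normalised and pattern-corrected inhibition of the luciferase reporter signal at the single screening dose is 50% or more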
SRC1 inh = SRC1 coactivator transcriptional activity inhibitors, primary screen, cell-based, luminescence. Nuclear receptor coactivator 1 (Homo sapiens), Q15788. HEK293 GAL4-SRC1 luciferase reporter. inhibition, % at 3.6 µM. 360,000 tested, 0.12% active. AID 588354, 2011;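 active means inhibition above the campaign mean plus 3 SD, with each screening campaign given its own cutoff, cut at about 60% in these data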;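 further: 0% = DMSO treated cells and 100% = gossypol at 36 µM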
Target sequence (Q15788 whole entry, looked up, the tested form may be a part): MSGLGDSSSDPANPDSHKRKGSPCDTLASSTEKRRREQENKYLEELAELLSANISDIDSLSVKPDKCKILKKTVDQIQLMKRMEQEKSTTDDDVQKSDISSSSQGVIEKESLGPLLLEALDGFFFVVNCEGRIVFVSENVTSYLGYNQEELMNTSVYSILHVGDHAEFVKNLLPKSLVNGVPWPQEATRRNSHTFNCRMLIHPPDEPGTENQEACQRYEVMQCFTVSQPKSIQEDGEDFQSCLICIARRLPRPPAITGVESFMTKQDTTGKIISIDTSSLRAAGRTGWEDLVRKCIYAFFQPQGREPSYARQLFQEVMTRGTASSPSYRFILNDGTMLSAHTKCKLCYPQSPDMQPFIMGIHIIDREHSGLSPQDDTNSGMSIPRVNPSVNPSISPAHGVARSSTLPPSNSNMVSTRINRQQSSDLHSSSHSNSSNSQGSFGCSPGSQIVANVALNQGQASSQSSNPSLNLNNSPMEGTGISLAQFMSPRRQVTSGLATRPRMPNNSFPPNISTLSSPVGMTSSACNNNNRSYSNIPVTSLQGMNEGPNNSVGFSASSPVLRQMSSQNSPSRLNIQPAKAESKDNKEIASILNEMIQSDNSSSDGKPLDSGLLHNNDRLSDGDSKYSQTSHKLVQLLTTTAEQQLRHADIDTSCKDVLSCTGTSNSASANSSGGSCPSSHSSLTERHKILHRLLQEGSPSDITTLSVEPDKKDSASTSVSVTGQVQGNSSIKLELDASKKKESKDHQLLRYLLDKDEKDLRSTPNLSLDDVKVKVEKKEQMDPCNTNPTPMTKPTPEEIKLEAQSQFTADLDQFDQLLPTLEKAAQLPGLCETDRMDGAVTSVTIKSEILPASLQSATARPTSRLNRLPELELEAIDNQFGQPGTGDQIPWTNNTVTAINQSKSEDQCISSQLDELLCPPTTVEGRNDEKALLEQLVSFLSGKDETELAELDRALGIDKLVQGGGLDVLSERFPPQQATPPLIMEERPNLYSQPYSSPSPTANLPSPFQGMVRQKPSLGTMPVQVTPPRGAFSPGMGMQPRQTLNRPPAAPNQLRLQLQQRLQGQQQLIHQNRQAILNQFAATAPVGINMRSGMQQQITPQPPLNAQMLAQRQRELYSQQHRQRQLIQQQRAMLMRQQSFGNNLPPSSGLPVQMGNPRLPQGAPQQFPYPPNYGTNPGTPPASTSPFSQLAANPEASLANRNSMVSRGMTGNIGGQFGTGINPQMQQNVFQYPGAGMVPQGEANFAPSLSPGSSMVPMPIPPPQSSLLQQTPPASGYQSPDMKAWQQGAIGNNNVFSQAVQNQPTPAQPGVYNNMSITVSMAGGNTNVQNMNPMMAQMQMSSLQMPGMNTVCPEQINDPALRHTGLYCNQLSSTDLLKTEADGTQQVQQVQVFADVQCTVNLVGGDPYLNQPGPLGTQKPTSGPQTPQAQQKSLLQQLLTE
NR5A2 inv ag = LRH-1 (NR5A2) inverse agonists, primary screen, cell-based, luminescence, HEK293T, StAR-luciferase reporter. LRH-1 transfected, 24 h. AID 602396, 2012. Nuclear receptor subfamily 5 group A member 2 (Homo sapiens), O00482. 360,000 tested, 0.13% active. inhibition, % at 3.6 µM;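 active means inhibition above the mean inhibition of all tested compounds plus 3 SD, cut at about 73% in these data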;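 further: 0% = DMSO wells and 100% = reporter-only cells lacking LRH-1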
SRC3 inh = SRC3 coactivator transcriptional activity inhibitors, primary screen, cell-based, luminescence | Nuclear receptor coactivator 3 (Homo sapiens), Q9Y6Q9 | HEK293 GAL4-SRC3 luciferase reporter | inhibition, % at 3.6 µM | 360,000 tested, 0.17% active | AID 588352, 2011;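 active means inhibition above a per-campaign cutoff, the mean of all compounds plus 3 SD, cut at about 60% in these data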;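 further: 0% = DMSO-treated cells and 100% = gossypol-treated cells at 36 µM; higher means less SRC3-driven luciferase light from the GAL4 reporter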
CF NFkB block = inhibitors of PAF-induced NF-kB signaling, primary screen, cell-based, GFP fluorescence, uHTS; inhibition, % at 5 µM; AID 588850, 2011; 360,000 tested, 0.86% active; KKLEB NF-kB-GFP reporter, GFP fluorescence overnight;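 active means at least 50% inhibition at 5 µM, scaled per plate between neutral and stimulator controls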;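 further: PAF is a Pseudomonas aeruginosa culture filtrate used as stimulus; plate controls were PAF-stimulated DMSO wells for no effect and unstimulated DMSO wells for full effect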
Starred values were filed as active, the others as inactive; / = not tested or not shown; & = joins results of further samples.

SMILES	TWEAK-Fn14 inh	Shn3 inh set2	C8 TRAIL sens	KKLEB tox	NR2F2 inh	EBV LMP1 NFkB	TROY NFkB inh	SRC1 inh	NR5A2 inv ag	SRC3 inh	CF NFkB block
CCOc1ccc(OCC)c(NC(=O)CC2Oc3ccccc3NC2=O)c1 (stereo not drawn)	-9	-26	-11	-11	0	3	11	-2	-3	-86	11
COc1ccccc1N(C)S(=O)(=O)c1ccc(C(=O)N(C)Cc2cccc(F)c2)cc1	-9	7	-3	8	7	-5	1	-14	4	3	-3
CC1CCC(NC(=O)C2(C)CCC(=O)N2Cc2cccnc2)CC1 (stereo not drawn)	4	5	-7	6	-2	-5	-9	5	6	-14	4
N=c1n(CCCOc2ccc(F)cc2)c2ccccc2n1CC(N)=O	4	-9	5	0	-21	1	-3	2	-1	13	5
CCC(C)NC(=O)C1CC(c2ccc(OC)cc2)=NO1 (stereo not drawn)	3	-47	0	-12	-4	-5	-16	-17	-12	-9	8
O=c1[nH][nH]c(C(F)(F)F)c1C=Nc1ccccc1Cl	-3	10	0	4	12	7	7	-14	5	14	1
COc1cccc(/C=C/C(=O)OCC(=O)c2ccc[nH]2)c1	-6	-33	10	-9	-3	-26	-48	-13	5	-26	-1
Cc1cc(C(=O)CSc2nnc(-c3cccnc3)n2-c2ccccc2)c(C)n1CC1CCCO1 (stereo not drawn)	4	-23	-2	11	-5	3	-37	-45	-68	-49	1
O=C1OCCC1=COCCOC=C1CCOC1=O	-6	-13	-16	8	-4	-13	-24	-3	1	-2	7
CCC(=O)N1CCN(c2ccccc2NC(=O)c2cccc(C)c2)CC1	3	3	-15	4	7	5	8	13	-18	10	1
CCCNCc1cc(Cl)c(OCC)c(Cl)c1	6	1	1	-5	7	2	-29	-43	-3	6	7
COc1ccccc1N(Cc1cc2cccc(C)c2[nH]c1=O)C(=O)C(C)C	24	2	-21	-6	-7	1	3	-1	3	8	9
Cc1ccc2nc(NC(=O)CS(=O)(=O)Cc3ccccc3)sc2c1	-11	-7	-5	-10	13	-2	-30	-14	2	-3	4
COC(=O)c1cnn2c(C)c(Cc3cccc(F)c3)c(C)nc12	-1	0	16	4	-25	-1	-1	-5	-2	4	-30
Cc1ccc(-c2cc(C(=O)NC3CCCCC3)no2)cc1	-6	-74	-3	11	-9	-18	-75	-29	-14	-17	-11
CC1(/[N+]([O-])=C/c2ccc(F)cc2)CCCCC1=O (stereo not drawn)	11	5	-3	-6	18	2	-20	-8	-8	10	-9
COc1ccccc1NC(=O)NCc1ccc(C)n1C	13	-9	-10	1	12	-4	-3	-8	-21	0	-10
C#CCNC(=O)c1ccc(OCc2ccccc2)cc1Cl	9	-23	-1	8	-13	0	-26	-24	-36	-5	-2
Fc1ccc(-c2noc(C3CCN(Cc4cccnc4)CC3)n2)cc1	4	9	8	2	8	15	-2	-3	-16	33	-7
Cc1cn([C@H]2C[C@H](O)[C@@H](CCC(=O)NCCCc3ccccc3)O2)c(=O)[nH]c1=O	15	-6	-10	5	0	/	-1	21	-16	-4	-28

Look-ups from the entries so far.
Fc1ccc(-c2noc(C3CCN(Cc4cccnc4)CC3)n2)cc1 – TROY NFkB inh = -2
COC(=O)c1cnn2c(C)c(Cc3cccc(F)c3)c(C)nc12 – C8 TRAIL sens = 16
CCOc1ccc(OCC)c(NC(=O)CC2Oc3ccccc3NC2=O)c1 (stereo not drawn) – TWEAK-Fn14 inh = -9
O=c1[nH][nH]c(C(F)(F)F)c1C=Nc1ccccc1Cl – TWEAK-Fn14 inh = -3
CCCNCc1cc(Cl)c(OCC)c(Cl)c1 – NR2F2 inh = 7

Continuation:
SMILES	TWEAK-Fn14 inh	Shn3 inh set2	C8 TRAIL sens	KKLEB tox	NR2F2 inh	EBV LMP1 NFkB	TROY NFkB inh	SRC1 inh	NR5A2 inv ag	SRC3 inh	CF NFkB block
Fc1ccccc1COc1ccc(/C=N/n2cnnc2)cc1	-8	4	-3	-14	13	7	-58	-4	-15	-17	12
Cc1ccc(C(CC(=O)NCc2ccco2)c2ccc(OC(C)C)cc2)cc1 (stereo not drawn)	-1	-3&14	9	1	23	6	-19	-1	4	-1	-7
COc1nc(N)nc(N2CCOCC2)n1	-2	-7	5	-2	6	2	7	6	0	15	10
CCCN=C(Nc1ccc(Cl)cc1)c1cccnc1	9	-44	3	-10	7	-8	4	-8	-34	-20	12
O=C(O)C1C2C=CC(O2)C1C(=O)Nc1ccccn1 (stereo not drawn)	4	1	-13	5	21	-6	15	5	-9	-4	10
CC(C)C(C)NC(=O)COc1nc2ccccc2nc1N(C)C1CCCCC1 (stereo not drawn)	6	-7	5	0	-1	-16	0	6	-12	-6	9
COc1ccc(S(=O)(=O)Nc2ccc(F)c(Cl)c2)cc1OC	17	9	-14	-5	-4	7	7	29	23	17	5
Cc1ccc(NC(=O)NN2CCOCC2)cc1	-9	/	9	-6	-18	0	-15	-17	-26	-11	9
Cc1cccc(Oc2sc(C(=O)c3ccccc3)c(N)c2C#N)c1	48	-4	12	-26	8	7	-8	5	40	39	37
O=C(NCCc1ccccc1)C1CCN(S(=O)(=O)c2cccc3nonc23)CC1	6	-4	-2	4	-24	-3	9	0	14	14	0
CC1(C(=O)N2CCOCC2)CCCCC1	12	-14	-5	4	4	-9	-16	-15	13	-3	4
COC(=O)c1sccc1NC(=O)c1c(Cl)cccc1Cl	-17	7	-6	4	14	-5	-39	12	-13	-8	0
C/C(Nc1ccccc1C(F)(F)F)=C1/CCOC1=O	-8	-10	-10	9	2	2	-3	-16	3	6	-6
CC1=CC2CC1C1C(=O)N(c3ccc(S(=O)(=O)Nc4nc(C)cc(C)n4)cc3)C(=O)C21 (stereo not drawn)	-10	10	-2	13	1	6	2	6	8	6	7
Cc1ccc(C)c(N2CCN(C(=O)c3ccc4nc(-c5ccco5)c(-c5ccco5)nc4c3)CC2)c1	40	-18	-20	-22	6	9	5	1	-54	16	30
CCc1ccccc1N(CC(=O)NCCSCc1ccco1)S(C)(=O)=O	-2	6	0	3	13	-2	-2	4	0	12	-8
Cc1nc(C)c(C(=O)NNC(=O)c2ccc(Br)cc2)s1	12	22	6	-13	-1	9	-12	-17	-5	3	8
COC(=O)[C@@]1(C)[C@H]2C(=O)N(Cc3ccccc3)C(=O)[C@H]2[C@H]2CN=C(SCc3ccc(C#N)cc3)N21	20	-12	-1	0	1	12	2	5	18	-17	-12
O=C(O)CCN1C(=O)c2ccc(NC(=O)COc3ccccc3)cc2C1=O	3	-10	4	5	5	1	-1	-2	14	-6	7
CC[C@]12c3[nH]c4cc(CCC(=O)N(C)C)ccc4c3CCN1C(=O)[C@@H](CC(=O)NCCCOC)C[C@@H]2C(=O)N1CCN(C(=O)C2CC2)CC1	-12	-3	-4	6	-2	-1	1	3	-22	-11	1
O=S(=O)(c1ccccc1)c1cnc2ccccc2c1	18	-8	-7	-9	9	-3	2	-3	34	-39	-18
CC(C)Sc1nnc(Cn2c(=O)sc3ccccc32)n1-c1ccccc1	6	-4	-1	-2	-6	-10	-4	11	-25	8	-16
Cc1cc(OCC(=O)C(C)(C)C)c2c(-c3ccccc3)cc(=O)oc2c1	-10	22	-18	-4	14	7	0	8	15	-12	-5
CC(C)CCNC(=O)COc1cccc2c1OC(C)(C)C2	-19	0	-13	-22	-6	0	9	-6	-1	20	11
Cc1ccccc1OCCCN1CCCC1	1	17	-14	7	0	10	1	-15	18	11	-1
CN(CC1COc2ccccc2O1)C(=O)c1ccc(N(C)C)cc1 (stereo not drawn)	-8	-3	-5	2	-13	-11	-52	6	4	-6	10
O=C(C(=Cc1ccc(F)cc1)c1ccccc1)c1ccc(O)cc1	3	23	-7	-1	4	20	23	7	-7	-2	-19
CC(C)NCC(=O)NC12CC3CC(CC(C3)C1)C2	2	-1	-3	1	-4	-2	7	9	2	-11	8
COc1ccc(-c2n[nH]c(=S)n2/N=C/c2cccn2C)cc1	8	-1	-1	14	18	3	2	6	0	16	-6
CCn1nc(C)c(/C=N/NC(=O)Cn2cncn2)c1C	-11	5	1	2	11	/	-10	-20	-1	7	-3
CNC(=O)c1ccc(NC(=O)CCNC(=O)Nc2ccccc2)cc1	8	-12	-10	-21	3	-5	-9	10	8	3	-8
Cc1cccc(-c2nnc3sc(-c4ccccc4)nn23)c1	-45	-27	-4	13	14	-3	-53	2	-29	-12	-38
Clc1cccc(Cl)c1C[n+]1cccc2ccccc21	-15	9	4	-16	10	3	-3	-3	14	10	-1

Of the compounds above, 3 have two or more sulfur atoms.
SMILES	TWEAK-Fn14 inh	Shn3 inh set2	C8 TRAIL sens	KKLEB tox	NR2F2 inh	EBV LMP1 NFkB	TROY NFkB inh	SRC1 inh	NR5A2 inv ag	SRC3 inh	CF NFkB block
Cc1ccc2nc(NC(=O)CS(=O)(=O)Cc3ccccc3)sc2c1	-11	-7	-5	-10	13	-2	-30	-14	2	-3	4
CCc1ccccc1N(CC(=O)NCCSCc1ccco1)S(C)(=O)=O	-2	6	0	3	13	-2	-2	4	0	12	-8
CC(C)Sc1nnc(Cn2c(=O)sc3ccccc32)n1-c1ccccc1	6	-4	-1	-2	-6	-10	-4	11	-25	8	-16

This is a subset; rates above refer to the full screens.
